HT1080NT lethal – kills 2HG-producing HT-1080-NT fibrosarcoma cells; Potency, µM (series often up to 46.1 µM), without a hit: top-dose activity, negative = less viability, most hits filed as cytotoxic; hit rate 1.6% among 360,000; AID 686970; HT-1080-NT fibrosarcoma viability, CellTiter-Glo ATP luminescence, 48 h;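 also: NT is the 2HG producing partner of a matched IDH1 knockdown line; potency is read from the fitted curve at half-maximal effect; 0% = DMSO-treated cells and -100% = media-only wells without cells; nearly all actives have a fitted effect of over 55% in size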
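Toxicity toward the 2HG-producing NT line was scored as %Activity, normalised to DMSO and no-cell wells, from CellTiter-Glo luminescence after 48 hours' treatment.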
MCF10A rereplic – induces DNA re-replication in MCF 10a normal breast cells; hit rate 2.9% among 350,000; MCF 10A DNA re-replication, Hoechst nuclear intensity, 48 h; Potency, µM (highest dose often 46.1 µM), for the others: top-dose activity, positive = re-replication, hits mostly activators; also: potency is read from the fitted curve at half-maximal effect; % of control where 0% means no effect; nearly all actives have a fitted effect of over 50% in size
KB-V1 cytotox – KB-V1 MDR subline cytotoxicity; Potency, µM (top dose mostly 46.1 µM), inactives show top-dose activity change, negative = cytotoxicity, hits mostly cytotoxic; AID 1347076; KB-V1 MDR cells viability, CellTiter-Glo, 72 h; hit rate 3.4% among 400,000; also: potency is read from the fitted curve at half-maximal effect; % is scaled to controls: 0 for no effect and ±100 for the full control effect; nearly all actives have a fitted effect of over 60% in size
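KB-V1 cells (P-gp-expressing MDR subline of KB-3-1) in phenol-red-free DMEM with 10% FBS were exposed to library compounds over a concentration series for 72 h at 37 degrees C. Viability read by CellTiter-Glo luminescence; concentration-effect curves fitted after normalization.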
HT1080 IDH1KD tx – HT-1080 IDH1 knockdown cell toxicity (counter line); Potency, µM (titrated, usually from 46.1 µM), inactives show at the top dose activity, negative = toxicity, usual class: cytotoxic; HT-1080 IDH1 knockdown viability, ATP luminescence, 48 h; hit rate 2% among 360,000; AID 686971;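 also: potency is read from the fitted curve at half-maximal effect; 0% = DMSO wells and -100% = cell-free medium wells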
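In this qHTS, HT-1080 cells depleted of IDH1 are exposed for 48 h at 37 °C to compound titrations. Toxicity is scored from CellTiter-Glo luminescence, with DMSO as full viability and medium alone as none.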
DRD3 agonist – D3 dopamine receptor (human) agonism. P35462. D3R DiscoveRx beta-arrestin cells, luminescence, 90 min. max activation, %. hit rate 0.58% among 410,000. AID 652048; in the data active = max activation above about 30%; also: 0% is about no effect; mostly tested at two doses, the higher about 12 µM
Target sequence (P35462 whole entry, looked up): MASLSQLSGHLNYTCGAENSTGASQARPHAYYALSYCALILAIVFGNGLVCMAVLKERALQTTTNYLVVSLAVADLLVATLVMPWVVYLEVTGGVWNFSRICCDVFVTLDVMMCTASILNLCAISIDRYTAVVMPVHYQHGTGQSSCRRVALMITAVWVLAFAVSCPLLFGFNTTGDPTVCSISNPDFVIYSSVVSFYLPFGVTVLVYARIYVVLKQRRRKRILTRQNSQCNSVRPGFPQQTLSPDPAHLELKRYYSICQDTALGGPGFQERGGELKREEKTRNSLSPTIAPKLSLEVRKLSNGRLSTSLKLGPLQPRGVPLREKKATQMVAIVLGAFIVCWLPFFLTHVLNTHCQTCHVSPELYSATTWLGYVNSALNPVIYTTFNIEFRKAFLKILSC
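Cells at 1500/well, incubated overnight, then treated with pinned compounds (dopamine as control) for 90 min at 37 degrees C. DiscoveRx reagent added for 30 - 60 minutes at room temperature; luminescence read.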
HEK293 tox – cytotoxicity in counter-screen for GLP-1R inverse agonists; HEK293 cAMP-luciferase reporter cells, luminescence, 24 h; hit rate 0.13% among 410,000; Potency, µM (series often up to 38.3 µM), for the others: at the top dose activity change, negative = inhibition, hits mostly inhibitors;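 also: loss of luciferase light is scored as toxicity; potency is read from the fitted curve at half-maximal effect; % is scaled to controls: 0 for no effect and ±100 for the full control effect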
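Seeding density was 200 cells/uL; after overnight-length (12 h) culture, 23 nL compounds went on for 24 h at 37 °C. Readout used a luciferase detection reagent, luminescence taken after 12 min at room temperature.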
IL1B secr inh – inhibitors of inflammasome signaling (IL-1 beta secretion); hit rate 4.7% among 360,000; AID 743279; THP-1 LPS/ATP IL-1B secretion, AlphaLISA, 16 h; hits give low values; activity change, % at 57.5 µM; in the data active = activity change below about -50%; inconclusive = mostly about -30% to -49%; also: % is scaled to controls: 0 for no effect and ±100 for the full control effect
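Secreted IL-1B measured by AlphaLISA bead assay after 16 h compound exposure of THP-1 cells; compounds (final up to 57.5 uM) added 1 h before LPS (250 ng/mL) and ATP (1.25 mM) stimulation; lower signal means less secretion.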
KB-3-1 cytotox – KB-3-1 parental cell cytotoxicity | AID 1347075 | Potency, µM (doses to about 46.1 µM), for inactives: at the highest dose activity change, negative = cytotoxic, hits mostly cytotoxic | KB-3-1 viability, CellTiter-Glo ATP luminescence, 72 h | hit rate 1.4% among 400,000; also: potency is read from the fitted curve at half-maximal effect; % is scaled to controls: 0 for no effect and ±100 for the full control effect; nearly all actives have a fitted effect of over 60% in size
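Multi-concentration cytotoxicity screen in KB-3-1 cells grown in DMEM lacking phenol red with 10% FBS. After 72 h at 37 °C with compound, ATP-dependent luminescence was recorded.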
SW480 rereplic – DNA re-replication induction in SW480 cells | SW480 DNA re-replication, Hoechst DNA content imaging, 48 h | Potency, µM (titrated, usually from 46.1 µM), inactives show at the top dose re-replication activation, usual class: activators | hit rate 1.8% among 340,000 | AID 624297; also: potency is read from the fitted curve at half-maximal effect; % of control where 0% means no effect; nearly all actives have a fitted effect of over 55% in size
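Image-based read-out: total Hoechst fluorescence of nuclei (405 nm excitation, 500-530 nm emission), with hits raising the fraction of high-intensity nuclei. SW480 colon cells incubated 48 hr with compounds at 37 C.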
* marks the source's active call; other numbers are inactive results; u = inconclusive; x = not tested or not shown; & = joins results of further samples; [ ] = another dose, or the depositor's remark. Unless noted, calls follow the shape of the dose curve; as a rule, active = well fitted curve in the direction sought with a large enough effect; inconclusive = small, poorly fitted or top-dose-only effect, or another doubt; inactive = no such curve, though single readings can be large; an effect the other way counts as inactive or inconclusive.

Every second line gives: HT1080NT lethal	MCF10A rereplic	KB-V1 cytotox	HT1080 IDH1KD tx	DRD3 agonist	HEK293 tox	IL1B secr inh	KB-3-1 cytotox	SW480 rereplic
1	CCOc1ccc(C(=O)Nc2ccc(NC(=S)NC(=O)CC)cc2)cc1Cl
 : 17%	1%	6%	11%	-10	24%	7	u	19%
2	CC1(C)CC2CC(C)(CN2C(=O)c2ccc([N+](=O)[O-])cc2)C1 (stereo not given)
 : 1%	4%	-28%	-17%	0	1%	0	-3%	-63%[inhibitor]
3	CC1CCc2nc3sc4c(c3c(N)c2C1)CCCC4 (stereo not given)
 : -4%	u	u	-3%	-13	u	x	u	14%
4	Cn1c(NCCN2CCOCC2)nc2c1c(=O)n(Cc1cccc(Cl)c1)c(=O)n2C
 : -1%	0%	u	-1%	-9	-8%	-14	-7%	-8%
5	Nn1c(SCC(=O)NCc2ccc3c(c2)OCO3)nnc1C1CC1
 : 13%	-5%	15%	13%	3	0%	24	-3%	-1%
6	CCOc1ccc(CSc2nc(C)cc(COC)c2C#N)cc1OCC
 : 0%	3%	-10%	6%	5	3%	6	2%	u
7	O=C(N/N=C\c1ccc(F)cc1)c1cc(OCC(F)(F)F)ccc1OCC(F)(F)F
 : -18%	11%	-26%	3%	-21	1%	9	-7%	1%
8	O=C(/C=C/c1ccco1)N1CCC(Cc2ccccc2)CC1
 : -3%	u	-16%	-1%	-1	11%[0.307 µM]	-67*	-2%	u
9	Cn1c(C(=O)NCCN2CCOCC2)cc2sccc21
 : 1%	12%	8%	7%	-28	8%	-5	5%	-16%
10	Cc1cnc(C(=O)OCC(=O)N2CCC(C)CC2)cn1
 : -2%	3%	0%	1%	5	-1%	1	-7%	-8%
11	Cc1ccc(C)c(N2CCN(c3ncccc3[N+](=O)[O-])CC2)c1
 : -28%	u	0%	-21%	7	-18%	-51*	0%	23%
12	COc1cc(C(=O)N2CCN=C2c2ccccc2)cc(OC)c1OC
 : -1%	-1%	0%	4%	1	-8%	3	-2%	2%
13	CN(C)CCCNCCNC(=O)/C=N\O
 : 8%	-9%	5%	-8%	-12	35%[activator]	22	-17%	0%
14	O=C(O)c1ccc2c(c1)C(=O)N(c1cc([N+](=O)[O-])ccn1)C2=O
 : 2%	-2%	17%	16%	1	-3%	25	-1%	-10%
15	O=C1COc2ccc(C(=O)/C=C/c3ccccc3)cc2N1
 : -4%	u	u	-3%	0	-26%	-2	-11%	u
16	COc1ccccc1CNC(=O)c1c[nH]c2ccc(S(=O)(=O)Nc3cc(C)cc(C)c3)cc2c1=O
 : x	x	0%	x	5	-17%	x	-11%	x
17	COc1cc(/C=C(\NC(=O)c2ccccc2)C(=O)NCC(=O)O)c([N+](=O)[O-])cc1OC
 : 19%	-74%[inhibitor]	-24%	10%	-4	-24%	2	4%	2%
18	COCCCN1C(=O)C(CC(=O)NCCc2ccccn2)CC(C(=O)N2CCOCC2)=C1C (stereo not given)
 : 15%	x	u	-2%	-8	14%	24	10%	x
19	CCOc1ccc2nc(NC(=O)CSc3nnnn3C3CCCCC3)sc2c1
 : u	-1%	u	u	-9	-2%	-14	11%	-4%
20	N#C/C(=C\c1ccccc1)c1nc2ncccc2[nH]1
 : 11%	-9%	-21%	14%	0	26%	-21	18%	-6%
21	CC(NC(=O)c1ccc(F)cc1)c1ccc(F)cc1 (stereo not given)
 : 20%	8%	15%	17%	0	-1%	36	12%	-3%
22	COc1ccc(-c2nc(SCC(=O)Nc3ccc4c(c3)OCO4)c(-c3ccc(OC)cc3)[nH]2)cc1
 : x	x	14%	x	1	-8%	x	2%	x
23	COCC(C)n1c(C)cc(C(=O)COc2ccc(S(=O)(=O)N3CCOCC3)cc2Cl)c1C (stereo not given)
 : -11%	13%	-23%	-6%	1	10%	-3	1%	1%
24	Cc1ccc(CN(C(=O)c2ccc([N+](=O)[O-])cc2)c2ccccn2)cc1
 : x	x	-19%	x	4	3%	x	0%	x
25	O=C(NC1(C(F)(F)F)N=C(c2ccccc2)NC1=O)c1ccc(Cl)cc1Cl (stereo not given)
 : 2%	-5%	18µM*	-11%	-15	-5%	-14	11%	4%
26	CN(C)c1cccc2cccc(N(C)C)c12
 : 16%	-1%	u	26%	-5	14%	7	14%	5%
27	CCCCNC(=O)C1(C)CCCCN1C(=O)c1ccc2c(c1)CCO2 (stereo not given)
 : 29%	x	4%	28%	1	4%	2	0%	x
28	COCC(=O)N(CCN(C)C)Cc1cc2cc3c(cc2nc1Cl)OCO3
 : -3%	-32%[inhibitor][9.22 µM]	-18%	1%	6	-6%	0	-18%	-46%[inhibitor]
29	CC12CCC(=O)N1C(C(=O)NCCN1C(=O)S/C(=C\c3ccc(OC(F)F)cc3)C1=O)CS2 (stereo not given)
 : -2%	9%	0%	-9%	-6	-26%	u	-6%	14%
30	CCN(CC(=O)Nc1c(F)cccc1F)C(=O)c1ccccn1
 : 8%	-8%	u	4%	4	0%	6	26%	-17%
31	CC(C)=CC/C=C1\CCC(C(=O)O)C(C(=O)O)C1 (stereo not given)
 : 21%	1%	-5%	16%	2	2%	28	-5%	6%
32	COc1cc(/C=C(/C(=O)O)c2ccc(-c3ccccc3)cc2)cc(OC)c1OC
 : u	15µM*	u	9.2µM*	2	-10%	33	u	21µM*
33	COc1ccccc1CNC(=O)C(=O)NCC(c1cccs1)S(=O)(=O)c1cccs1 (stereo not given)
 : x	x	5%	x	4	-6%	x	-11%	x
34	O=C(Nc1ccc(NC(=O)c2ccc(S(=O)(=O)c3ccccc3)cc2)cc1)c1ccccc1
 : 7%	0%	-3%	9%	1	-3%	24	18%	-3%[9.22 µM]
35	C[C@@H]1CN([C@H](C)CO)C(=O)c2cc(Br)cnc2O[C@@H]1CN(C)C(=O)NC1CCCC1
 : 1%	x	4%	1%	4	1%	13	-10%	x
36	Cc1ccc(OCCN2CCNCC2)c([N+](=O)[O-])c1
 : -2%	6%	-1%	-5%	-11	-2%	1	13%	-3%
37	Cc1cc(C)cc(CC(=O)N2CCC2(C)C(=O)NS(=O)(=O)c2ccccc2C)c1 (stereo not given)
 : u	x	1%	7%	6	3%	10	0%	x
38	CSCC[C@H](NC(=O)OC(C)(C)C)c1nnc(SCc2cccc(F)c2)o1
 : 0%	-5%	-9%	-2%	2	-8%	-5	9%	-1%
39	O=C(c1ccc(Cl)c([N+](=O)[O-])c1)N1CCN(S(=O)(=O)c2ccc(Cl)cc2)CC1
 : 0%[9.24 µM]	22%	0%	-17%	-5	-9%	u	-5%	-2%
40	COc1ccc(-c2nc(CS(=O)CC(=O)NCc3ccc(F)cc3)c(C)o2)cc1OC (stereo not given)
 : x	x	5%	x	6	-2%	x	12%	x
41	O=C(c1ccc(S(=O)(=O)N2CCCCCC2)cc1)N(c1ccccn1)C1CCCCC1
 : 4%	u	3%	-16%	-10	12%	20	-14%	8%
42	CCCc1cc(=O)oc2c(C)c(OCC(=O)NCc3ccccn3)ccc12
 : 22%	2%	4%	14%	2	-4%	87	17%	-1%
43	COc1ccc(C(=O)NCC(=O)OCC(=O)NC2CCCCCC2)cc1
 : 0%	-12%	x	3%	5	12%	-2	x	-5%
44	Cc1ccc(-c2csc(C(C)(O)c3cccc(F)c3)n2)cc1C (stereo not given)
 : u	x	18%	u	-12	1%	43	0%	x
45	COc1ccc(C)cc1NC(=O)Nc1cccc(C(=O)O)c1
 : 8%	-15%	-2%	0%	4	4%	-5	25%	-10%
46	COC(=O)C1=C(C)OC(N)=C(C#N)C1c1cc(OC)ccc1OC (stereo not given)
 : 1%	-1%	-14%	u	-2	13%	15	1%	12%
47	CCc1ccc2c(c1)c(=O)c(C(=O)c1ccc(C)cc1)cn2CC(=O)Nc1ccccc1C
 : x	x	16%	x	-6	-4%	x	3%	x
48	COc1ccc(C(=O)NCCCN2CCN(CCCNC(=O)c3ccc(OC)c(OC)c3)CC2)cc1OC
 : 11%	2%	7%	14%	-2	-3%	4	10%	-485%[inhibitor]
49	CCN(CC)CCN(C(=O)c1ccc2c(c1)CCCC2)c1nc2c(OC)cccc2s1
 : u	x	-19%	u	1	u	u	0%	x
50	COC(=O)c1cc2sccc2n1Cc1nc(-c2ccc(Cl)cc2)oc1C
 : -6%	4%	-10%&0%	2%	13&1	5%&-11%	2	7%&0%	1%

Other results
Every second line gives: HT1080NT lethal	MCF10A rereplic	KB-V1 cytotox	HT1080 IDH1KD tx	DRD3 agonist	HEK293 tox	IL1B secr inh	KB-3-1 cytotox	SW480 rereplic
51	Cc1ccc(C)c(C(=O)COc2ncnc3ccccc23)c1
 : -24%	8%	u	-15%	5	-9%[7.66 µM]	28	u	-2%
52	Cc1ccc(CCNC(=O)CC(C)CC2=NS(=O)(=O)c3ccccc3N2)cc1 (stereo not given)
 : -1%	4%	-5%	8%	5	1%	-5	-5%	-4%
53	Clc1ccccc1-c1nnc(-c2ccccc2CNc2ccc(Br)cc2)o1
 : x	x	12%	x	3	-14%	x	21%	x
54	CCCn1nc2cc(C(=O)NCCc3ccc(C)cc3)ccc2c1OCC
 : 14%	5%	3%	9%	-7	2%	-5	30%	-35%[inhibitor][9.22 µM]
55	COc1cc(/C=N/NC(=O)CSc2ccccn2)ccc1OC(C)C
 : 11%	u	-28%	7%	-4	6%	x	1%	-59%
56	c1cn(CCCNC2=NCCCCC2)cn1
 : 12%	u	-10%	12%	4	-12%	-8	5%	-9%
57	Cc1ccc2c(c1)c1ncnc(N3CCN(c4ccccc4)CC3)c1n2C
 : 1%	u	u	1%[9.24 µM]	7	-6%	16	-16%	-1%
58	O=C(NCNC(=O)c1ccccc1)c1ccccc1
 : 0%	u	-31%	0%	-14	15%	-16	-10%	u
59	C[C@@H]1CN([C@@H](C)CO)C(=O)c2cccc(NS(C)(=O)=O)c2O[C@H]1CN(C)Cc1ccc(C(=O)O)cc1
 : 7%	1%	8%	15%	4	2%	9	-4%	-3%[9.22 µM]
60	COc1ccc(S(=O)(=O)N2Cc3ccccc3CC2C(=O)Nc2ccc(C)cc2C)cc1OC (stereo not given)
 : x	x	-5%	x	-8	2%	x	7%	x
